ANO1 block = blocks the mouse calcium-activated chloride channel TMEM16A; HEK293 TMEM16A/YFP iodide influx fluorescence, ionomycin; normalized B-score (activity score, 25-100; higher = stronger inhibition) at 10 µM; 310,000 tested, 1.2% active; AID 588511;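 active = ratio plate-corrected score three or more library SD toward inhibition, starting fluorescence score within five deviations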;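 note: score derived from kinetic fluorescence span divided by baseline fluorescence per well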
TRPC4 potent = allosterically enhances the mouse TRPC4 cation channel; HEK293 TRPC4beta/mu-opioid, DAMGO EC20, Fluo-4 Ca2+ flux; stronger effect = higher value; B-score at 10 µM; 310,000 tested, 0.42% active; AID 2227;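 active = B-score of calcium response area above 5 SD of library B-scores, with initial fluorescence ratio within 5 SD of library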;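 note: B-score of integrated fluorescence ratio over time as area under calcium response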
KCNK9 inh = human KCNK9 channel inhibition; AID 488922; B-score at 10 µM; HEK293 KCNK9, FluxOR thallium flux fluorescence; stronger effect = lower value; Q9NPC2; 310,000 tested, 1.2% active;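 active = ratio B-score over 3 SD below the library mean, with starting fluorescence within 5 SD of its mean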;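 note: negative B-score means less thallium flux so channel inhibition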
Dyrk1A ADPGlo = Dyrk1A (rat) kinase inhibition. ADP-Glo luminescence, NFATc1 peptide. Q63470. 310,000 tested, 0.43% active. inhibition, % at 12.5 µM; in the data active = inhibition above about 50%;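 note: plate controls were vehicle with enzyme for no effect and no enzyme for full effect; many of its hits are not listed in these tables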
TRPC4 agonist = activators of mouse TRPC4 channel; HEK293 TRPC4beta/mu-opioid, Fluo4 calcium fluorescence; stronger effect = higher value; B-score at 10 µM; 310,000 tested, 0.49% active; AID 2237;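 active = B-score above 5 SD of library B-scores, and initial fluorescence ratio not above library mean plus 5 SD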;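 note: positive B-score marks a calcium rise read as TRPC4 activation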
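Assay system: HEK293 cells stably co-expressing mouse TRPC4beta and mu-opioid receptor / Timing: Fluo4 dye loading 45 min at room temperature, 110 s recording / Signal: Fluo4 calcium-sensitive dye fluorescence, kinetic, 1 Hz baseline / Read-out: integrated baseline-normalised fluorescence ratio, converted to per-well B score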
KCNQ1 pot = human KCNQ1 channel potentiation or activation | P51787 | CHO-K1 KCNQ1, thallium flux FluxOR fluorescence; stronger effect = higher value | B-score at 10 µM | 310,000 tested, 0.35% active | AID 2648;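 active = fluorescence ratio B-score, a plate-corrected score, at least three library SD, with initial intensity B-score within 5 SD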
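assay system = KCNQ1-transfected CHO-K1 cells | medium = assay buffer with matched DMSO | probe or stimulus = depolarizing K+/Tl+ stimulus, K2SO4 and Tl2SO4 each 12.5 mM in 5x stock | dosing = single dose | incubation = dye 90 min, compound 20 min, room temperature | detection = kinetic FluxOR fluorescence, 10 s baseline plus 110 s post-stimulus | evaluation = ratio B score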
KCNQ1 block = blocks the human KCNQ1 potassium channel; P51787; CHO-K1 KCNQ1, FluxOR thallium flux fluorescence; stronger effect = higher value; B-score at 10 µM; 310,000 tested, 1.3% active; AID 2642;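 active = compounds whose thallium flux B-score, printed positive for inhibition, exceeds three library SD while starting fluorescence stays within three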;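 note: channel opened by potassium depolarization with thallium stimulus after 20 min compound exposure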
KCNK3 block = human KCNK3 channel inhibition, primary screen | B-score at 10 µM | 340,000 tested, 0.84% active | O14649 | AID 602410 | CHO-KCNK3 thallium flux, FluxOR fluorescence; stronger effect = lower value;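 active = B-score under library mean minus 4 SD, starting fluorescence ratio at most library mean plus 5 SD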;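 note: more negative B-score means stronger inhibition of thallium flux through KCNK3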
Target sequence (O14649 whole entry, looked up): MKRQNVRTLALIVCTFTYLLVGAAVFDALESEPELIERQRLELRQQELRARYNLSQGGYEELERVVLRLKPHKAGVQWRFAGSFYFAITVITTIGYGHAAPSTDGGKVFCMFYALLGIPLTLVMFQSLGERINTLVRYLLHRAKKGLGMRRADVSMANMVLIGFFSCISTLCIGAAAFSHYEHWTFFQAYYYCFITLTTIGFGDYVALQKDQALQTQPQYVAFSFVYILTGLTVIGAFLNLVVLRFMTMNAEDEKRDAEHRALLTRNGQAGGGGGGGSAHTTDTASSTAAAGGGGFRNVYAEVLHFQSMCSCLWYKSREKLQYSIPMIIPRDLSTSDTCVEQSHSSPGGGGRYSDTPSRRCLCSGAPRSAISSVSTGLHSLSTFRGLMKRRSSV
hERG protect = hERG (human) protection from proarrhythmic block | Q12809 | CHO-hERG, FluxOR thallium flux, dofetilide IC70 present | activation (rescue from dofetilide block), less the hit threshold, % at 10 µM | 310,000 tested, 0.51% active | AID 1511;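 active = activation above the mean of controls blocked by dofetilide plus 5 SD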;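 note: thallium influx through hERG after potassium depolarization seen as dye fluorescence rise; in these data hits start at about 4.7%; inactives centre near -7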
TMEM16A act = activates or potentiates the mouse TMEM16A chloride channel; Q8BHY3; HEK293 TMEM16A/YFP-H148Q/I152L, iodide quench fluorescence; stronger effect = lower value; B-score at 10 µM; 340,000 tested, 0.3% active; AID 623877;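 active = fluorescence-ratio B-score plate-corrected deviation score at least 3 library SD below zero, with starting fluorescence score within 5 deviations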;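 note: channel opened by trigger with iodide after compound preincubation; score built on the fluorescence ratio of max minus min over baseline; more negative score means more quench and so TMEM16A activation or potentiation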
HDAC3 inhib = inhibitors of human histone deacetylase 3. O15379. recombinant HDAC3, fluorogenic peptide/trypsin coupled, fluorescence. inhibition, % at 8.3 µM. 320,000 tested, 0.15% active; in the data active = inhibition above about 26%, passing the limit was not always enough
Target sequence (O15379 whole entry, looked up): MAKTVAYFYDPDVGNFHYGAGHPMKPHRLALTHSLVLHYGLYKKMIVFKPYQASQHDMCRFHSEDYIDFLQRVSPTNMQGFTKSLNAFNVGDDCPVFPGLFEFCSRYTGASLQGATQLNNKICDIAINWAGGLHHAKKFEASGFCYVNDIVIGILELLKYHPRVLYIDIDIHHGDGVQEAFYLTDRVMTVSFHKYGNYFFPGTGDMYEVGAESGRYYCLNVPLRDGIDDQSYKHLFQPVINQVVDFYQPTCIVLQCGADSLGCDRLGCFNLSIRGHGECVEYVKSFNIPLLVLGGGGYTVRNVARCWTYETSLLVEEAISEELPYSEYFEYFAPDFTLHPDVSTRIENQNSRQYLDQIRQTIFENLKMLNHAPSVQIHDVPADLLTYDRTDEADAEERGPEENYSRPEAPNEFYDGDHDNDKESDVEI
Active calls of the source: *; i = inactive; / = no result given.

mol | ANO1 block | TMEM16A act | TRPC4 agonist | KCNK3 block | TRPC4 potent | Dyrk1A ADPGlo | hERG protect | KCNK9 inh | HDAC3 inhib | KCNQ1 pot | KCNQ1 block
Cc1ccccc1NC(=O)c1ccc(CN2CCC(Cc3ccccc3)CC2)cc1 | i | i | i | i | i | 6 | -5 | i | 2 | i | i
COC(=O)C(C)NC(=O)C12CC3CC(CC(C3)C1)C2 (stereo not drawn) | i | i | i | i | i | -3 | -10 | i | -5 | i | i
O=C(c1cc(Cl)cc(Cl)c1)N1CCOCC1 | i | i | i | i | i | 0 | -6 | i | -4 | i | i
COc1ccc(NC(=O)CN(C)C(=O)CCCc2c[nH]c3ccccc23)cc1 | i | i | i | i | i | -7 | -15 | i | -5 | i | i
COCCCNC(=O)COc1ccc(S(=O)(=O)Nc2ccccc2)cc1 | i | i | i | i | i | -6 | -6 | i | 4 | i | i
CCOc1ccc(N2C(=O)S/C(=C\c3ccc(O)c(OCC)c3)C2=O)cc1 | i | i | i | i | i | -5 | -14 | i | 2 | i | i
COC(=O)c1cc(NC(=O)c2ccc(OC)cc2)c(=O)oc1C | i | i | i | i | i | 2 | 0 | i | -1 | i | i
COc1cccc(C(=O)Nc2ccc(NC(=O)c3ccco3)c(Cl)c2)c1 | i | i | i | i | i | 2 | -8 | i | -5 | i | i
Cc1[nH]n(-c2ccccc2)c(=O)c1C=NCc1ccco1 | i | / | i | / | i | / | -8 | i | 6 | i | i
CCCCC(=O)NC(Nc1cc(C)ccn1)(C(=O)OCC)C(F)(F)F (stereo not drawn) | i | i | i | i | i | -3 | -2 | i | 4 | i | i
CC1=NN(C(=O)c2ccccc2F)C(O)(c2ccc(Cl)cc2)C1 (stereo not drawn) | i | i | i | i | i | 0 | -7 | i | 3 | i | i
COc1cc(C(=O)N2CCN(CCCc3ccccc3)CC2)cc(OC)c1OC | i | i | i | i | i | -5 | -12 | i | -11 | i | i
O=C(C1=C[C@@H](c2coc3ccccc3c2=O)C[C@@H](OCCCCO)O1)N1CCN(Cc2ccc3c(c2)OCO3)CC1 | i | i | i | i | i | 2 | -24 | i | -1 | i | i
COC(=O)C1CCN(S(=O)(=O)c2cn(C)c(=O)n(C)c2=O)CC1 | i | i | i | i | i | 0 | -3 | i | -3 | i | i
CCc1ccc(NC(=O)C2CCCN(S(=O)(=O)c3ccc4c(c3)CCCN4C(C)=O)C2)cc1 (stereo not drawn) | i | i | i | i | i | 3 | -6 | i | 6 | i | i
O=C(NCC1CCCO1)C1CCN(C(=O)c2ccc(Br)cc2)CC1 (stereo not drawn) | i | i | i | i | i | -2 | 3 | i | -2 | i | i
O=C(CSc1nnc(-c2cccnc2)n1C1CCCCC1)NC1CCCCC1 | i | i | i | i | i | -3 | -11 | i | 4 | i | i
Cc1ccc(NC(=O)CSc2nccn2Cc2ccco2)c(C)c1 | i | i | i | i | i | 3 | -4 | i | 1 | i | i
CCOC(=O)N1CCC(N2C(=O)c3ccccc3C2Nc2ccc(S(=O)(=O)N3CCCCC3)cc2)CC1 (stereo not drawn) | i | / | i | / | i | / | -8 | i | 6 | i | i
COc1cc(/C=N/NC(=O)c2ccc3nc[nH]c3c2)cc(OC)c1OC | i | / | i | / | i | / | -3 | i | -2 | i | i
CCOc1ncccc1C(=O)N1CCN(c2cccc(C)c2C)CC1 | / | i | i | i | i | 5 | -11 | i | / | i | i
CCOC(=O)C1CCN(CC(=O)N2C(C)CCCC2C)CC1 (stereo not drawn) | i | i | i | i | i | 0 | -12 | i | -2 | i | i
O=C(O)CN=C(NS(=O)(=O)c1ccccc1)c1ccccc1 | i | i | i | i | i | 1 | -4 | i | -2 | i | i
Cc1cc(C(=O)Nc2cccc3ccccc23)n(-c2ccccc2)n1 | i | i | i | i | i | -3 | -6 | i | -2 | i | i
COc1ccc(C)cc1S(=O)(=O)N1CCN(Cc2ccccc2)CC1 | i | i | i | i | i | 5 | -8 | i | -7 | i | i
Cc1cnc(C(=O)OCC(=O)NCc2ccc3c(c2)OCO3)cn1 | i | i | i | i | i | -4 | -3 | i | 4 | i | i
Cc1cc(=O)oc2cc(NC(=O)C(C)Oc3cccc(Cl)c3)ccc12 (stereo not drawn) | i | i | i | i | i | -1 | -14 | i | -4 | i | i
CCNC(=S)N/N=C/c1ccc(OCCOc2ccccc2C)cc1 | i | i | i | i | i | 0 | -7 | i | -4 | i | i
COc1nc(-c2ccccc2)ccc1-c1noc(-c2cccs2)n1 | i | i | i | i | i | 1 | -6 | i | -9 | i | i
COC(=O)[C@@H](NC(=O)NCc1ccccc1Cl)C(C)C | i | i | i | i | i | 3 | -6 | i | -7 | i | i
Cc1cc(N2C(=O)c3ccc(C(=O)Nc4ccc(CC(=O)O)cc4)cc3C2=O)no1 | i | i | i | i | i | 4 | 2 | i | 0 | i | i
CC1CC(O)(Cc2ccccc2)C(C)CN1C (stereo not drawn) | i | i | i | i | i | 1 | -9 | i | -11 | i | i
O=C(COC(=O)c1cnc(Cl)c(Cl)c1)NCc1ccc2c(c1)OCO2 | i | i | i | i | i | 6 | -2 | i | -8 | i | i
Cc1cc(C)c2nc(N3CCC(C(=O)NCCN4CCOCC4)CC3)sc2c1 | i | i | i | i | i | -1 | -9 | i | 4 | i | i
O=C(O)C1=CC[C@@H](c2ccc(Cl)cc2)N(S(=O)(=O)c2ccc(Cl)cc2)[C@H]1c1cccc(Cl)c1 | 100* | i | / | i | / | -2 | / | / | 10 | / | /
CCn1cnc2cc(NCc3ccc(Br)cc3)ccc21 | i | / | i | / | i | / | -10 | i | -3 | i | i
COCCN(C(=O)c1ccccc1OC1CCN(S(C)(=O)=O)CC1)C(C)C | i | i | i | i | i | -8 | -2 | i | -5 | i | i
Cn1c(=O)c2cc(S(=O)(=O)NCCC(=O)NCCc3ccc(Cl)cc3)ccc2n(C)c1=O | i | i | i | i | i | 1 | -13 | i | -1 | i | i
O=c1[nH]c2ccc(Cl)cc2c(-c2ccccc2)c1SC(=S)N1CCOCC1 | i | i | i | i | i | 7 | -17 | i | -1 | i | i
CCNC(=O)/C(C#N)=C/c1c(N2CCN(c3cccc(Cl)c3)CC2)nc2c(C)cccn2c1=O | i | i | i | i | i | -6 | -5 | i | -6 | i | i
Cc1cccn2c(=O)c(C(=O)NC3CCCCC3)c(O)nc12 | i | i | i | i | i | -5 | -2 | i | 8 | i | i
COc1ccc(CCn2c(NCCCN3CCOCC3)nc3c2c(=O)[nH]c(=O)n3C)cc1 | i | i | i | i | i | -7 | -3 | i | -1 | i | i
COc1cccc(-c2cc(C(=O)NCc3ccco3)c3ccccc3n2)c1 | i | i | i | i | i | 2 | -11 | i | 6 | i | i
Cc1nnc(SC(C)C(=O)NC2CCCCC2C)s1 (stereo not drawn) | i | i | i | i | i | 8 | -8 | i | 4 | i | i
CC(C)NS(=O)(=O)c1ccc(CCC(=O)NCc2ccco2)cc1 | i | / | i | i | i | -6 | -3 | i | 7 | i | i
CNC(=O)c1ccccc1Sc1cccc2cccc(C(=O)O)c12 | i | i | i | i | i | -4 | -5 | i | -3 | i | i
COc1ccccc1N=C1SC(C(=O)Nc2cccc(Cl)c2Cl)C(N)=C1C(N)=O (stereo not drawn) | i | i | i | i | i | -4 | -9 | i | / | i | i
COCCN(C(=O)COC(=O)c1ccc(Cl)s1)c1c(N)n(Cc2ccccc2)c(=O)[nH]c1=O | i | i | i | i | i | 11 | -7 | i | -3 | i | i
Cc1cc(NC(=O)C2CC(=O)N(c3ccccc3)C2)no1 (stereo not drawn) | i | i | i | i | i | -6 | -6 | i | -2 | i | i
O=C(Nc1ccccc1SCC1CSc2nc3ccccc3c(=O)n21)c1ccccc1 (stereo not drawn) | i | i | i | i | i | -3 | -15 | i | 2 | i | i
NC(=S)N/N=C/c1ccccc1OC(=O)/C=C/c1ccccc1 | i | i | i | i | i | 3 | -6 | i | -4 | i | i
COc1ccc(OC)c(C(C)NC(=O)c2ccco2)c1 (stereo not drawn) | i | i | i | i | i | 2 | 0 | i | -4 | i | i
O=C(COc1ccccc1Cl)NCCCNC(=O)c1ccco1 | i | i | i | i | i | -2 | -5 | i | 1 | i | i

Arranged by molar mass (low to high): part of the list above
mol | ANO1 block | TMEM16A act | TRPC4 agonist | KCNK3 block | TRPC4 potent | Dyrk1A ADPGlo | hERG protect | KCNK9 inh | HDAC3 inhib | KCNQ1 pot | KCNQ1 block
Cc1nnc(SC(C)C(=O)NC2CCCCC2C)s1 (stereo not drawn) | i | i | i | i | i | 8 | -8 | i | 4 | i | i
Cc1cccn2c(=O)c(C(=O)NC3CCCCC3)c(O)nc12 | i | i | i | i | i | -5 | -2 | i | 8 | i | i
O=C(COc1ccccc1Cl)NCCCNC(=O)c1ccco1 | i | i | i | i | i | -2 | -5 | i | 1 | i | i
COc1cccc(-c2cc(C(=O)NCc3ccco3)c3ccccc3n2)c1 | i | i | i | i | i | 2 | -11 | i | 6 | i | i
O=C(Nc1ccccc1SCC1CSc2nc3ccccc3c(=O)n21)c1ccccc1 (stereo not drawn) | i | i | i | i | i | -3 | -15 | i | 2 | i | i
COc1ccccc1N=C1SC(C(=O)Nc2cccc(Cl)c2Cl)C(N)=C1C(N)=O (stereo not drawn) | i | i | i | i | i | -4 | -9 | i | / | i | i

Random excerpt: 2 compounds from above, in no set order.
mol | ANO1 block | TMEM16A act | TRPC4 agonist | KCNK3 block | TRPC4 potent | Dyrk1A ADPGlo | hERG protect | KCNK9 inh | HDAC3 inhib | KCNQ1 pot | KCNQ1 block
Cc1cc(NC(=O)C2CC(=O)N(c3ccccc3)C2)no1 (stereo not drawn) | i | i | i | i | i | -6 | -6 | i | -2 | i | i
CC(C)NS(=O)(=O)c1ccc(CCC(=O)NCc2ccco2)cc1 | i | / | i | i | i | -6 | -3 | i | 7 | i | i

The list is partial. The share of hits here may be higher or lower than overall.
